Screens as filed in PubChem BioAssay.
RAD54 branch = inhibitors of human RAD54 branch migration, primary screen, biochemical, fluorescence, single point. DNA repair and recombination protein RAD54-like (Homo sapiens), Q92698. RAD54 Holliday junction branch migration, FAM/BHQ fluorescence. inhibition, % at 10.4 µM. hit rate 0.14% among 360,000. AID 602329, 2012;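 active = mean normalized replicate activity at least 40 and at least half of replicates scoring 40 or more; inconclusive = only one of the two criteria met; inactive = mean below 40 and under half of replicates reaching 40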;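 note: 0% = median of neutral control wells and 100% = median of positive control wells; inhibitors cause a drop in the FAM fluorescence signal; in these data hits start at about 50%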
RAD52 anneal inh = RAD52 DNA annealing inhibitors, primary screen, biochemical, FRET, single point, set 2; DNA repair protein RAD52 homolog (Homo sapiens), P43351; recombinant RAD52 DNA annealing, FRET fluorescence; inhibition, % at 18.7 µM; hit rate 0.46% among 360,000;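 active = every replicate showing at least 50% inhibition; inconclusive = mean inhibition at least 50% but not in every replicate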
Target sequence (P43351 whole entry, looked up): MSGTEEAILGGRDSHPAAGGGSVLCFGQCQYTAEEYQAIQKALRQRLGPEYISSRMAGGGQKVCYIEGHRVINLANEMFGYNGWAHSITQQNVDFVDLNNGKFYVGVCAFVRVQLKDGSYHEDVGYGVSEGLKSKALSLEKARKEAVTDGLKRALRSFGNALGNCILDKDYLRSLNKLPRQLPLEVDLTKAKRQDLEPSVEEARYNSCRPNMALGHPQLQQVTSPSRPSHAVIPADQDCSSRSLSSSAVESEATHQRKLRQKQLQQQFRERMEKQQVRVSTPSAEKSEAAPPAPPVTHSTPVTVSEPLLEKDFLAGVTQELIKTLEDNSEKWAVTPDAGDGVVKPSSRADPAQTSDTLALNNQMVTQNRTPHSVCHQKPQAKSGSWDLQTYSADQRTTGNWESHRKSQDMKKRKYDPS
CASP6 VEID inh = human caspase-6 inhibitors, primary screen, biochemical, VEID-R110 fluorescence, single point, set 2; P55212; AID 686996, 2013; inhibition, % at 12.5 µM; hit rate 0.53% among 350,000; purified caspase-6, Z-VEID-R110 cleavage fluorescence;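 active = mean inhibition across replicates at least about 35%, with every replicate also reaching that limit, limit read from the data; inconclusive = only one of the two criteria met; inactive = neither criterion met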;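 note: 0% = median of neutral control wells and 100% = no fluorescence left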
Target sequence (P55212 24-179 limits assumed): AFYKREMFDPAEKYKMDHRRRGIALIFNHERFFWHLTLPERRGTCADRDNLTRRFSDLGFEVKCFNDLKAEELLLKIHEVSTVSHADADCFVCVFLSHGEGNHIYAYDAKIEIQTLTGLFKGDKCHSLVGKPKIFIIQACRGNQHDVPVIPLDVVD
Target sequence (P55212 194-293 limits assumed): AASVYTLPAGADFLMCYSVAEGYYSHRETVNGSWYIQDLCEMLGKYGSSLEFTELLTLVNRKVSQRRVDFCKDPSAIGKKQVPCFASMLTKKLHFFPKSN
ERp5 inh = inhibitors of ERp5-driven insulin aggregation, primary screen, biochemical, turbidity, absorbance 650 nm, single point | 90 min | inhibition, % at 9.99 µM | hit rate 0.05% among 350,000 | AID 651711, 2012;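 active = mean replicate inhibition above about 25%, with every replicate also reaching it, limit read from the data, passing the limit was not always enough; inconclusive = only one of those two criteria met; inactive = neither criterion met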
esBAF inh = Bmi1 luciferase reporter increase in mESCs, primary screen, esBAF inhibitor project, mouse ES cells, Bmi1 luciferase knock-in, single point; hit rate 2% among 350,000; AID 602393, 2012; reporter increase, % at 12.5 µM; 24 h; 100% = twice the neutral-well signal; in the data active = activation above about 40%; inconclusive = no clear call, values can overlap the other calls;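 note: 0% = median of the plate's neutral control wells and 100% = double that signal; a rise in the Bmi1 reporter signal indicates esBAF inhibition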
ARNT-TACC3 inh = disruptors of ARNT/TACC3 protein interaction, primary screen, biochemical, AlphaScreen, single concentration | AlphaScreen His-ARNT PAS-B/GST-TACC3 binding, luminescence; TACC3 fragment carries E629A point mutation | AID 623870, 2012 | inhibition, % at 9.99 µM | hit rate 0.66% among 390,000;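 active = mean inhibition of replicates at least 50% and at least half of replicates each reaching 50%; inconclusive = half or more replicates reach 50% but mean below 50%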;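 note: 0% = complete ARNT plus TACC3 wells and 100% = ARNT alone without TACC3; many hits fall short of the cut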
E-selectin induc = E-selectin induction in HUVECs, primary screen, imaging, HUVEC, immunofluorescence imaging, single point | P16581 | normalized: neutral wells 0, TNF-alpha wells 100 | activation, % at 7.58 µM | hit rate 0.37% among 260,000 | AID 686992, 2013;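 active = mean E-selectin-positive cell signal at least 10% of the positive control, reached in at least 60% of replicates, without over 20% cell loss; inconclusive = no rule given, readout overlaps actives, possibly toxicity-flagged; inactive = the rest, including those meeting only one limit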;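 note: in these data hits start at about 27%; measured in HUVEC primary endothelial cells; signal is the percent of cells scored E-selectin positive by PE staining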
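Assay system: HUVEC, human umbilical vein endothelial cells / Amount: 3,000 HUVEC/well / Controls: TNF-alpha positive control, DMSO neutral control / Compound dosing: single concentration / Medium: EGM-2 over gelatin coat / Evaluation: percent E-selectin-positive cells / Signal: immunofluorescence imaging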
PglD DTNB = C. jejuni PglD acetyltransferase inhibitors, primary screen, biochemical, DTNB colorimetric, single point | UDP-N-acetylbacillosamine N-acetyltransferase PglD (Campylobacter jejuni) | hit rate 0.098% among 360,000 | purified PglD enzyme, DTNB colorimetric CoA detection | AID 602405, 2012 | inhibition, % at 12.5 µM; in the data active = inhibition above about 16%, passing the limit was not always enough; inconclusive = no clear call, values can overlap the other calls; note: strong numbers were not always called active
Numbers without * were called inactive; ? = inconclusive; / = no result given; & = joins results of further samples.

mol,RAD54 branch,RAD52 anneal inh,CASP6 VEID inh,ERp5 inh,esBAF inh,ARNT-TACC3 inh,E-selectin induc,PglD DTNB
C[C@@H]1CN([C@@H](C)CO)C(=O)c2cc(-c3ccccc3)cnc2O[C@H]1CN(C)C(=O)c1cccnc1,-19,-7,1,-2,3,-8,0.5,-2
C[C@@H]1CN([C@@H](C)CO)C(=O)Cc2cc(NC(=O)CCC(F)(F)F)ccc2O[C@@H]1CN(C)C(=O)Nc1ccccc1,-5,-13,1,2,-2,-8,0.2,2
C[C@H]1CN([C@@H](C)CO)C(=O)c2cccc(NC(=O)c3cnccn3)c2O[C@H]1CN(C)S(=O)(=O)c1ccc(F)cc1,/,11,0,7,-2,/,-0.2,/
CC(=O)N1CCN(S(=O)(=O)c2ccc3c(c2)OCCO3)CC1,7,-8,1,5,-4,-7,/,-2
C[C@H](C(=O)NCc1ccccc1)C(=O)c1ccccc1,5,-14,-3,4,-4,1,0.1,1
O=C1CC(c2ccccc2)N1c1ccccc1 (stereo not given),10,/,/,/,-5,-4,/,14
CCCCNc1c(-c2ccc(SC3CCCCC3)cc2)nc2cnccn12,-14,-59&-65,1&0,4&-2,20,/,0.1&0.6,-4
CCOc1ccc(C(=O)NCC(c2cccs2)N2CCOCC2)cc1 (stereo not given),3,-11,2,4,-3,-5,-0.1,0
Cn1[nH]c(=O)c2ccccc2c1=O,10,1,2,-3,1,-1,/,1
O=C(Cc1cccs1)N/N=C\c1ccc([N+](=O)[O-])s1,/,-12,10,0,/,-2,/,/
CCC(C)Cn1c(O)cc2nn(-c3nc4ccccc4s3)c(=O)c-2c1C (stereo not given),-3,-48,16,7,-33,5,-0.2,3
C=CC[C@H]1Cc2c(cccc2[N+](=O)[O-])[C@H](CC=C)N1,/,-22,-2,-9,-2,-16,/,/
COc1ccc(OCC(=O)Nc2ccccc2C(=O)N2CCCC2)cc1,18,/,/,/,1,0,/,-2
Cc1c(C(=O)OCC2CCCO2)[nH]c2c1C(=O)CC(c1ccc(N(C)C)cc1)C2 (stereo not given),-9,-12,0,3,0,13,0.3,3
O=S1(=O)CCN2C=C(Cl)C=C(Cl)C2=N1,4,-6,-2,-1,-2,-9,4.0,/
CCCCCn1c(CN2CC(C)OC(C)C2)nc2c1c(=O)n(C)c(=O)n2C (stereo not given),4,0,/,-8,-9,-2,8.6,-2
Nn1c(SCC(=O)Nc2ccc(F)cc2F)nnc1-c1cccnc1,-17,/,/,/,30,-5,/,0
CCOc1ccc(N(CC(=O)NCc2cccnc2)S(=O)(=O)c2ccc(F)cc2)cc1,-2,-12,6,-3,-5,2,-0.2,-4
Cn1c(=O)c(=O)n(C)c2cc(S(=O)(=O)NCCOc3ccccc3Cl)ccc21,/,-9,5,0,/,-9,/,/
O=C(C[C@H]1CC[C@H]2[C@@H](COC[C@@H](O)CN2C(=O)c2ccccc2F)O1)N1CCOCC1,4,8,3,-2,-2,0,-0.1,2
C[C@@H]1CN([C@H](C)CO)C(=O)c2cccc(NS(=O)(=O)c3cn(C)cn3)c2O[C@H]1CN(C)Cc1ccc(Cl)c(Cl)c1,-2,11,2,-1,-2,-1,-1.7,0
OCc1n[nH]c(CO)n1,-19,/,/,/,-9,1,/,-3
O=C(Nc1cc2nn(-c3ccccc3)nc2cc1Cl)c1ccco1,1,/,/,/,?,0,/,0
CCOC(=O)c1[nH]ncc1CN1CCCC(C(=O)c2ccc(OC)cc2C)C1 (stereo not given),/,-8,-5,1,/,0,/,/
COc1ccc(C(=O)OCc2c(F)cccc2Cl)cc1S(=O)(=O)N1CCOCC1,8,-9,-2,/,0,-2,-2.1,7
COc1cccc(CNc2ncn[nH]2)c1OCc1ccccc1F,2,-19,-3,2,-1,-1,0.4,-3
COC(=O)Nc1nnc(Cc2ccc(OC)cc2)s1,17,/,/,/,-1,-2,/,-9
O=C(C[C@@H]1C=C[C@@H](NC(=O)NC2CCCCC2)[C@@H](CO)O1)NCc1ccc(F)cc1,-10,-4,-2,5,-2,-2,-0.1,1
C[C@@H]1CN([C@@H](C)CO)C(=O)c2cccc(NC(=O)C3CCOCC3)c2O[C@H]1CN(C)S(C)(=O)=O,-1,1,-1,5,-3,5,-16,-2
Cc1cccc(N(CC(=O)NC2CCCC2)C(=O)c2cc3cc4cccc(C)c4nc3s2)c1C,6,/,/,/,-5,-13,/,-9
CCc1ccc(C(=O)COC(=O)CNC(=O)C2CCCCC2)cc1,2,-10,0,2,/,-2,-0.3,-3
CCC(C(=O)NCCCN(CC)Cc1ccccc1)n1nc(C)c2sc3ccccc3c2c1=O (stereo not given),-1,-9,-36,-6,-2,5,/,4
Cc1[nH]c(=O)c(C#N)cc1-c1csc(-c2ccccc2)n1,-6,-11,-3,-3,-8,-6,-0.1,6
CCC(=O)N1[C@H](CO)[C@H](c2ccc(-c3cccnc3)cc2)[C@H]1CN(CC)C(C)=O,-8,0,1,5,-4,-11,0.2,-2
CC(C(=O)OCc1nnc(-c2ccccc2)o1)N1C(=O)c2ccccc2C1=O (stereo not given),5,/,/,/,33,-8,/,1
CCCCNCc1cc(OCC)c(OCC(N)=O)cc1Br,-4,/,/,/,5,7,/,5
COc1cccc(CNC(=O)CCC2CCCN(Cc3ccc4c(c3)CCO4)C2)c1 (stereo not given),7,-15,-6,-5,-1,6,/,1
COc1ccc(C2/C=C\CN(C(=O)NC(C)C)CC(=O)N2Cc2ccc(F)cc2)cc1 (stereo not given),6,-15,-1,8,3,/,-0.5,9
COC(=O)c1ccc(NC2c3ncccc3C(=O)N2Cc2cccs2)cc1 (stereo not given),/,1,1,6,-1,-7,/,/
COc1ccc(NC2=NCCC2)cc1,-7,/,/,/,-7,0,/,4
COc1ccc(S(=O)(=O)N2CCN(CC(=O)Nc3sccc3C(N)=O)CC2)cc1OC,-6,-11,1,-5,-5,/,-0.2,11
Cn1nnnc1SCC(=O)c1c(N)n(C)c(=O)n(C)c1=O,5,/,/,/,-1,-1,/,-4
CCN(CC)c1ccc(C(=O)OCc2c(C)noc2C)cc1,/,-19,0,0,/,-8,0.2,/
CCC(CC)c1ncc[nH]1,6,-1,-2,3,-1,5,0.0,7
CN1CCC(=NNC(=O)C(=O)NC2CCCC2)CC1,1,/,/,/,0,-3,/,-2
CCC(=O)N(C)C[C@@H]1Oc2cc(C#CC3CCCC3)ccc2S(=O)(=O)N([C@H](C)CO)C[C@@H]1C,-7,-7,0,3,8,-4,0.1,-1
CCN1CCc2c(sc(NC(=O)C3COc4ccccc4O3)c2C(N)=O)C1 (stereo not given),-9,-31,-1,-7,26,-1,0.6,-1
Cc1nnc(SCC(=O)N(C)C2CCCCC2)s1,/,-3,-1,-6,/,4,4.0,/
CCN(CC)c1ccc(NC(=O)c2ccc(S(=O)(=O)N3CCOCC3)cc2)cc1,-6,-10,-3,4,0,-4,/,-2
O=C(NCc1ccc(N2CCCC2=O)cc1)c1cn(CCc2ccccc2)nn1,2,/,/,/,-12,-12,/,-2
COc1ccc(C2/C(=C(\O)c3cc(C)ccc3C)C(=O)C(=O)N2CCN(C)C)cc1OC (stereo not given),-7,/,/,/,-9,-2,/,-5
O=C(OCC(=O)N1CCCCC1)c1ccccc1SCC(=O)N1CCCCC1,-11,-28,-3,2,7,-7,4.4,-6
O=c1[nH]c(CSc2nnc(Cc3ccccc3)o2)nc2ccccc12,1,-7,-1,0,4,-5,-2.3,1
CN(CCCNC(=O)CN1C(=O)CC(C)(C)S(=O)(=O)c2ccccc21)C1CCCCC1,/,-2,-99,6,/,-2,/,/
OCCNc1nc(Nc2ccccc2)nc2ccccc12,21,/,/,/,2,-21,/,1
C[C@H]1CN([C@@H](C)CO)C(=O)c2cccc(NS(=O)(=O)c3ccccc3)c2O[C@@H]1CN(C)S(=O)(=O)c1cccs1,/,4,4,3,3,/,-0.3,/

(cont.)
mol,RAD54 branch,RAD52 anneal inh,CASP6 VEID inh,ERp5 inh,esBAF inh,ARNT-TACC3 inh,E-selectin induc,PglD DTNB
COc1cccc(-c2nnc(NC(=O)c3ccccc3Br)o2)c1,-7,-9,-1,-4,6,/,0.1,1
COc1ccc(S(=O)(=O)Nc2ccc3c(c2)C(=O)N([C@H](C)CO)C[C@H](C)[C@@H](CN(C)CC2CC2)O3)cc1,/,14,0,8,/,/,-0.2,/
COc1cccc(CN2CCN(Cc3cc(OC)c(OC)cc3[N+](=O)[O-])CC2)c1,12,/,/,/,-3,6,/,-1
O=C(Nc1ccnn1C1CCN(CCCC2CCCC2)CC1)c1ccccc1Cl,0,-13,2,4,-10,4,0.0,-2
CCOC(=O)CSc1ccc(S(=O)(=O)N2CCCC2)cc1[N+](=O)[O-],/,-10,-5,3,/,-4,/,/
Nc1nc(SCC(=O)NCCOCCO)nc2sc3c(c12)CCCC3,/,-4,1,10,/,2,/,/
C[C@@H]1CCCCO[C@@H](CN(C)C(=O)c2ccncc2)[C@H](C)CN([C@H](C)CO)C(=O)c2cc(NS(=O)(=O)c3cccs3)ccc2O1,2,-5,2,-4,2,-2,0.4,11
c1ccc(-c2nnnn2CCOCCn2nnnc2-c2ccccc2)cc1,1,-5,4,-1,0,0,/,2
CCC(=O)N1CCN(c2ccc(NC(=S)NC(=O)COc3ccccc3)cc2)CC1,/,-23,-1,1,-7,4,-0.1,/
CCC(=O)N1CC2(C1)[C@@H](c1ccccc1)[C@@H](CO)N2S(=O)(=O)Cc1ccccc1,/,0,2,-3,/,/,0.1,/
CC(C)(C)n1nnnc1C(c1ccc(F)cc1)N(Cc1ccc(F)cc1)Cc1ccco1 (stereo not given),2,/,/,/,/,0,-0.3,-2
CC1CCC(C(C)C)C(OCC(O)C[N+]2(C)CCCCC2)C1 (stereo not given),-2,7,-2,0,5,2,-1.0,-8
Cc1[nH]c2ccccc2c1C(=O)CSc1n[nH]c(N)n1,/,-6,10,-1,/,26,-0.1,/
COCCN(CC(=O)Nc1ccccc1)S(=O)(=O)c1ccc(S(=O)(=O)N2CCCC2)cc1,0,/,/,/,-1,-3,/,-6
C[C@@H]1CN([C@H](C)CO)S(=O)(=O)c2ccc(-c3cccnc3)cc2O[C@@H]1CN(C)C,0,2,-2,-7,-2,8,1.0,0
O=C(O)CCc1c(C(=O)O)[nH]c2ccccc12,-4,/,/,/,-2,-15,/,-1
O=c1c2c3nc4ccccc4nc3n(-c3ccc4c(c3)OCCO4)c2ncn1C1CCCC1,8,/,/,/,-3,-9,/,5
COc1ccc(C(=O)N/C(=C\c2cn(S(=O)(=O)N(C)C)c3ccccc23)C(=O)NCCCN2CCOCC2)cc1,/,-6,-3,5,3,2,-0.1,/
